Screening data (PubChem)
DRD3 agonist: qHTS of D3 Dopamine Receptor Agonist: qHTS; D3R DiscoveRx beta-arrestin cells, luminescence, 90 min; AID 652048, 2013; 0.58% of 410,000 active; max activation, %; D(3) dopamine receptor (Homo sapiens), P35462; in the data active means max activation above about 30%; further: 0% is about no effect; mostly tested at two doses, the higher about 12 µM
Target sequence (P35462 whole entry, looked up): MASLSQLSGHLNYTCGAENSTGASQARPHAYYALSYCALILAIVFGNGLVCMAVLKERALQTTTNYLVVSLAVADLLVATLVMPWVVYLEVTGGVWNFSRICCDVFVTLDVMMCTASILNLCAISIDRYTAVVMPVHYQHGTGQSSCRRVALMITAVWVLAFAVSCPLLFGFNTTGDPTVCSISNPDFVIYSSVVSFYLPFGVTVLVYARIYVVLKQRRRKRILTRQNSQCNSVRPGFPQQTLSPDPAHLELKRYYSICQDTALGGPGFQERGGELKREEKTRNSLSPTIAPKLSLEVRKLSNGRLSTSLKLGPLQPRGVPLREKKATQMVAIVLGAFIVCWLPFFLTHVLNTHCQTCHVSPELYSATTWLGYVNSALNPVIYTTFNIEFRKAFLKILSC
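Cells at 1500/well, incubated overnight, then treated with pinned compounds (dopamine as control) for 90 min at 37 degrees C. DiscoveRx reagent added for 30 - 60 minutes at room temperature; luminescence read.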
HT1080 IDH1KD tx: qHTS for induction of synthetic lethality in tumor cells producing 2HG: qHTS for the HT-1080-IDH1KD cell line; 2% of 360,000 active; HT-1080 IDH1 knockdown viability, ATP luminescence, 48 h; AID 686971, 2013; Potency, µM (top dose mostly 46.1 µM), without a hit: at the top dose activity, negative = toxicity, most hits filed as cytotoxic;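 further: potency means the concentration at half of the fitted maximal effect; 0% = DMSO wells and -100% = cell-free medium wells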
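After a 2 h attachment period, IDH1KD HT-1080 cells took pin-transferred compound for 48 h at 37 °C; ATP-based luminescence after 10 min room-temperature reagent incubation reported viability.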
HT1080-NT tox: qHTS for induction of synthetic lethality in tumor cells producing 2HG: qHTS for the HT-1080-NT fibrosarcoma cell line. HT-1080-NT fibrosarcoma viability, CellTiter-Glo ATP luminescence, 48 h. Potency, µM (series often up to 46.1 µM), for inactives: top-dose activity, negative = less viability, hits mostly cytotoxic. 1.6% of 360,000 active. AID 686970, 2013;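 further: NT is the 2HG producing partner of a matched IDH1 knockdown line; potency means the concentration at half of the fitted maximal effect; 0% = DMSO-treated cells and -100% = media-only wells without cells; nearly all actives have a fitted effect of over 55% in size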
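Luminescent CellTiter-Glo readout after 48 hours of compound exposure at 37 degrees C defined viability of HT-1080-NT cells. Activity was normalized to DMSO wells and cell-free media wells; concentration-response curves were fitted and assigned curve classes.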
SW480 rereplic: A quantitative high throughput screen for small molecules that induce DNA re-replication in SW480 colon adenocarcinoma cells; 1.8% of 340,000 active; Potency, µM (doses to about 46.1 µM), for the others: at the highest dose re-replication activation, usual class: activators; SW480 DNA re-replication, Hoechst DNA content imaging, 48 h; further: potency means the concentration at half of the fitted maximal effect; % of control where 0% means no effect; nearly all actives have a fitted effect of over 55% in size
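Hoechst fluorescence of nuclei (405 nm excitation, 500-530 nm emission) measured by plate-scanning imager after 48 hr compound exposure at 37 C; re-replication scored as increased number of nuclei with elevated intensity.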
MCF10A rereplic: A quantitative high throughput screen for small molecules that induce DNA re-replication in MCF 10a normal breast cells | MCF 10A DNA re-replication, Hoechst nuclear intensity, 48 h | Potency, µM (series often up to 46.1 µM), for inactives: at the top dose activity, positive = re-replication, most hits filed as activators | 2.9% of 350,000 active | AID 624296, 2012; further: potency means the concentration at half of the fitted maximal effect; % of control where 0% means no effect; nearly all actives have a fitted effect of over 50% in size
KB-3-1 tox: qHTS assay for MDR1-selective chemotherapeutics: Primary screen using the parental adenocarcinoma cell KB-3-1; Potency, µM (doses to about 46.1 µM), for inactives: at the top dose activity change, negative = cytotoxic, usual class: cytotoxic; KB-3-1 viability, CellTiter-Glo ATP luminescence, 72 h; 1.4% of 400,000 active; AID 1347075, 2019; further: potency means the concentration at half of the fitted maximal effect; on the % scale 0 is the no-effect control and ±100 the full control effect; nearly all actives have a fitted effect of over 60% in size
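KB-3-1 cells, DMEM (no phenol red) + 10% FBS; compound by pin transfer, 72 h, 37 °C. Readout: CellTiter-Glo luminescence after 10 min. Data normalized, curve-fitted.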
IL-1B inflam inh: qHTS for Inhibitors of Inflammasome Signaling: IL-1-beta AlphaLISA Primary Screen | THP-1 LPS/ATP IL-1B secretion, AlphaLISA, 16 h; hits give low values | activity change, % at 57.5 µM | 4.7% of 360,000 active; in the data active means activity change below about -50%; inconclusive means mostly about -30% to -49%; further: on the % scale 0 is the no-effect control and ±100 the full control effect
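Secreted IL-1B measured by AlphaLISA bead assay after 16 h compound exposure of THP-1 cells; compounds (final up to 57.5 uM) added 1 h before LPS (250 ng/mL) and ATP (1.25 mM) stimulation; lower signal means less secretion.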
HEK293 tox: qHTS of GLP-1 Receptor Inverse Agonists: Cytotox Screen; HEK293 cAMP-luciferase reporter cells, luminescence, 24 h; Potency, µM (doses to about 38.3 µM), for inactives: at the top dose activity change, negative = inhibition, most hits filed as inhibitors; 0.13% of 410,000 active; AID 624418, 2012;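 further: loss of luciferase light is scored as toxicity; potency means the concentration at half of the fitted maximal effect; on the % scale 0 is the no-effect control and ±100 the full control effect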
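Luminescence readout: signal drop marks cytotoxicity. Plated cells grew 12 h at 37 °C, 5% CO2, received 23 nL compound for 24 h, then got luciferase reagent, read after 12 min at RT.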
KB-V1 MDR tox: qHTS assay for MDR1-selective chemotherapeutics: Primary screen using the drug-selected MDR subline cells KB-V1; Potency, µM (titrated, usually from 46.1 µM), for inactives: at the top dose activity change, negative = cytotoxicity, hits mostly cytotoxic; AID 1347076, 2019; KB-V1 MDR cells viability, CellTiter-Glo, 72 h; 3.4% of 400,000 active; further: potency means the concentration at half of the fitted maximal effect; on the % scale 0 is the no-effect control and ±100 the full control effect; nearly all actives have a fitted effect of over 60% in size
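Cells of the MDR subline KB-V1 are plated, dosed with compound at multiple concentrations, and incubated 72 h at 37 degrees C; CellTiter-Glo is then added and luminescence read after 10 min.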
Starred values were filed as active, the others as inactive; ? = inconclusive; nt = no result given; [ ] = dose if it differs, or a comment. Unless noted, the call rests on the fitted dose curve; in most records, active means well fitted curve in the direction sought with a large enough effect; inconclusive means small, poorly fitted or top-dose-only effect, or another doubt; inactive means no such curve, though single readings can be large; an effect the other way counts as inactive or inconclusive.

SMILES	DRD3 agonist	HT1080 IDH1KD tx	HT1080-NT tox	SW480 rereplic	MCF10A rereplic	KB-3-1 tox	IL-1B inflam inh	HEK293 tox	KB-V1 MDR tox
Cc1cc(/C=C2/C(=N)N3C(=NC2=O)SN=C3S(C)(=O)=O)c(C)n1-c1ccccc1	-3	5%	-1%	?	?	1%	14	-7%	0%
CC(C)Oc1cccc(C(=O)C2CCCN(Cc3cnc(N4CCOCC4)s3)C2)c1 (stereo not drawn)	-5	-19%	-7%	1%	?	-2%	34	-7%	-9%
COc1ccc(C(O)c2nc(-c3cccc(NC(C)=O)c3)cs2)cc1 (stereo not drawn)	-2	0%	14%	nt	nt	0%	-11	-10%	0%
O=C(Nc1nccs1)c1ccc(Cl)s1	1	-1%	-5%	9%	0%	4%	-6	?	0%
COc1ccc(NC(=O)CN2c3cccc4cccc(c34)S2(=O)=O)cc1	-5	0%	-2%	9%	0%	-17%	-3	-1%	0%
COC(=O)C1=C(C)N(C)C(=O)NC1c1cc(Cl)cc(Cl)c1OC (stereo not drawn)	-2	-25%	-5%	-4%	1%	-19%	28	5%	-6%
CCOc1ccc(NC(=O)Nc2nc(SCC)ns2)cc1	1	-19%	-26%	4%	-4%	?	10	-26%	0%
O=C1CC(c2ccncc2)c2cc3c(cc2N1)OCCO3 (stereo not drawn)	2	-6%	-4%	-8%	-3%	-7%	9	5%	2%
O=C(COC(=O)CC1CCCC1)Nc1ccc(Cl)cc1	4	-12%	0%	-366%[inhibitor]	0%	2%	-8	-1%	3%
CCCCNc1c(-c2ccc(OC)c(SC3CCCCC3)c2)nc2cc(C)ccn12	10	?	18µM*	24%	?	?	-86*	?	?
Cn1nc(C(C)(C)C)cc1C(=O)N1CCCCC1c1cc(C(=O)NCc2cccnc2)no1 (stereo not drawn)	-3	8%	6%	nt	nt	0%	20	3%	-16%
CCC(C)N(C)C1CCN(C(=S)Nc2cccc(SC)c2)CC1 (stereo not drawn)	3	-4%	-7%	-2%	1%	-6%	-28	0%	-12%
O=C(Nc1ccc(O)c(-c2nc3ccccc3s2)c1)c1cc(=O)c2ccccc2o1	15	4%	3%	-2%	?	?	8	2%	-55%
CCC(=O)Nc1nnc(C(C)(C)C)s1	-3	-1%	4%	-8%	-2%	12%	8	2%	-3%
O=C1CN(C(=O)c2ccc(Cl)c([N+](=O)[O-])c2)c2ccccc2N1	4	14%	5%	-2%	-13%	1%	-78*	-3%	-2%
O=C(CNC(=O)COc1ccccc1)NCc1ccccc1F	-3	-2%	1%	-3%	-1%	-5%	12	21%	28%
O=C(CCn1cccc(C(F)(F)F)c1=O)Nc1cccc(C(F)(F)F)c1	-14	10%	19%	-7%	0%	-2%	-13	-5%	?
O=C(/C=C/c1ccc(F)cc1)NCCNC(=O)/C=C/c1ccc(F)cc1	-5	3%	8%	-2%	-1%	9%	41	14%	-4%
Cc1ccc(CN2CCN(/N=C/c3ccccc3)CC2)cc1	-14	-11%	-7%	-5%	6%	21%	-16	-7%	4%
C[C@H](CO)N1C[C@H](C)[C@@H](CN(C)C(=O)Nc2ccccc2)Oc2c(NS(=O)(=O)c3cccs3)cccc2C1=O	7	24%	-4%	-8%	-13%	9%	15	12%	4%
COC(=O)[C@]1(CC(C)C)N[C@H](c2ccc(-c3ccc(Cl)c(Cl)c3)cc2)[C@@H]2C(=O)N(C)C(=O)[C@@H]21	-5	15%	0%	7%	21%	?	?	0%	-13%
CC1=CC2=NC(=O)CC(C)(C(=O)N(CC(=O)NC3CCCC3)Cc3ccccc3)N2C=C1 (stereo not drawn)	-2	8%	12%	1%	5%	6%	-4	7%	1%
Cc1cccc(NC(=S)N/N=C/c2ccc(Cl)c([N+](=O)[O-])c2)c1	0	-10%	?	3%	?	18%	-1	-15%	-16%
CC(C)NC(=O)Nc1ccc2c(c1)C(=O)N([C@H](C)CO)C[C@H](C)[C@@H](CN(C)C(=O)NC1CCCCC1)O2	-12	15%	9%	-6%[9.22 µM]	-2%	6%	16	3%	0%
CC(C)(C)c1cc(NC(=O)c2ccco2)no1	0	-8%	-3%	-6%	1%	-2%	-15	3%	21%
Cc1ccc(C)c(NC(=O)c2ccc[n+](Cc3ccc([N+](=O)[O-])cc3)c2)c1	-6	10%	-1%	-3%	-3%	-6%	-4	-19%	1%
Cc1ccc2nsnc2c1NC(=O)CCl	2	?	?	?	13%	0%	-24	-14%	-29%
CC(OC(=O)c1ccccc1Oc1ccccc1)C(=O)NC1CC1 (stereo not drawn)	-4	-16%	3%	-40%[inhibitor]	0%	1%	2	-8%	-28%
CCn1cc(CN2CCN(C)C(CCO)C2)c2ccccc21 (stereo not drawn)	2	5%	4%	1%	1%	-4%	4	2%	26%
Cc1cc(Nc2cccc(Cl)c2C)n2nc(Cc3ccccc3)nc2n1	6	nt	nt	nt	nt	-28%	nt	-3%	0%
Cc1ccc2nc(-c3ccccc3O)c(Nc3ccccc3C)n2c1	-3	nt	nt	nt	nt	-1%	nt	12%	0%
COc1cccc(NC(=O)COc2ccc(C)cc2)c1	1	-4%	0%	2%	0%	2%	-2	2%	-2%
COc1cc(C(O)c2nc(/C=C/c3ccc(C(F)(F)F)cc3)cs2)ccc1F (stereo not drawn)	1	?	?	nt	nt	0%	-20	-25%	-2%
COc1cc(CNCCCN2CCOCC2)c(Br)cc1OCC(=O)Nc1ccccc1C	-13	-19%	-25%	?	15µM*	-7%	-55*	-4%	-10%
CCC1=NN(C(=O)c2ccccc2Br)C(O)(c2ccc(Br)cc2)C1 (stereo not drawn)	1	-6%	1%	12%	12%	-3%	-13	?	-27%
COCCCNC(=O)c1cnc2c(-c3ccc(F)cc3)c(C)nn2c1C	1	nt	nt	nt	nt	2%	nt	-13%	-14%

For reference, part of the list above:
SMILES	DRD3 agonist	HT1080 IDH1KD tx	HT1080-NT tox	SW480 rereplic	MCF10A rereplic	KB-3-1 tox	IL-1B inflam inh	HEK293 tox	KB-V1 MDR tox
Cc1cc(Nc2cccc(Cl)c2C)n2nc(Cc3ccccc3)nc2n1	6	nt	nt	nt	nt	-28%	nt	-3%	0%
Cc1ccc2nc(-c3ccccc3O)c(Nc3ccccc3C)n2c1	-3	nt	nt	nt	nt	-1%	nt	12%	0%
COc1cccc(NC(=O)COc2ccc(C)cc2)c1	1	-4%	0%	2%	0%	2%	-2	2%	-2%
COc1cc(C(O)c2nc(/C=C/c3ccc(C(F)(F)F)cc3)cs2)ccc1F (stereo not drawn)	1	?	?	nt	nt	0%	-20	-25%	-2%

Next section.
SMILES	DRD3 agonist	HT1080 IDH1KD tx	HT1080-NT tox	SW480 rereplic	MCF10A rereplic	KB-3-1 tox	IL-1B inflam inh	HEK293 tox	KB-V1 MDR tox
COc1ccc(-c2oc(/N=C/N3CCCC3)c(C#N)c2-c2ccc(OC)cc2)cc1	-9	6%	10%	-8%	5%	7%	-13	-12%	1%
COc1ccc2c(C)c(C(=O)NCC(C)O)oc2c1OC (stereo not drawn)	0	-1%	8%	-8%	-7%	12%	-7	-6%	-13%
COc1ccc2[nH]c(C(=O)O)c(NC(=O)c3ccccc3[N+](=O)[O-])c2c1	-4	19%	19%	-7%	-13%	15%	18	-14%	28%
COc1cccc(C(=O)NC2CCN(CC(=O)NCc3ccccc3OC)CC2)c1	-4	11%	0%	-3%	-186%[0.0737 µM]	8%	3	2%	7%
Cc1ccc2c(=O)cc(C(=O)Nc3c(C(=O)c4ccccc4)oc4ccccc34)oc2c1C	0	nt	nt	nt	nt	2%	nt	12%	0%
COc1cccc(CN2CCC(n3nccc3NC(=O)CCOc3ccccc3)CC2)c1O	2	-7%	-3%	18%	8%	nt	-15	5%	nt
CC1CCC(C(O)(C(=O)O)C2CCCCC2)CC1C (stereo not drawn)	-1	?	4%	-3%	11%	-8%	25	-7%	-8%
COc1ccc(CNS(=O)(=O)NCc2ccc(C)cc2)cc1	4	3%	8%	-19%	-19%	4%	11	0%	16%
C=CCn1c(SCC(=O)Nc2c(C)n(C)n(-c3ccccc3)c2=O)nc2ccccc2c1=O	8	0%	-3%[9.24 µM]	-9%	4%	5%	-19	-35%	0%
CC(C)C(C)(C#N)NC(=O)CSc1nncn1-c1ccccc1 (stereo not drawn)	11	18%	18%	?	1%	-19%	-15	1%	0%
O=C(/C=C/c1ccc(Cl)cc1)N1CCN(c2ccc([N+](=O)[O-])c(N3CCOCC3)c2)CC1	23	5%	9%	-54%[inhibitor]	2%	?	2	21%	2.3µM*
Cc1ccccc1C(=O)N1CCN(c2ccc([N+](=O)[O-])c(NCc3ccco3)c2)CC1	0	-5%	-11%	12%	?	1%	-11	-40%	?
COc1ccc(CNC(=O)CSc2nc3nc(C)cc(C)n3n2)cc1	-5	0%	1%	-6%	1%	-9%	-23	-9%	2%
COc1cccc(NC(=O)C(c2ccccc2)N2CCN(c3ccccn3)CC2)c1 (stereo not drawn)	-2	-1%	11%	1%	2%	0%	11	4%	?
O=C(Nc1ccc([N+](=O)[O-])cn1)C1CCCCC1	-4	9%	2%	1%	2%	0%	14	16%	17%
COCCN(CCOC)S(=O)(=O)c1ccc(C(=O)Nc2sc3c(c2C(=O)OC)CCN(C)C3)cc1	-6	nt	nt	nt	nt	2%	nt	1%	-15%
CCn1ncc(C2=NOC(C(=O)NCC(C)C)C2)c1C (stereo not drawn)	-1	11%	22%	-3%	0%	10%	0	-4%	-2%
COc1cccc(C(=O)O/N=C(\N)Cc2ccc(Cl)cc2)c1	-6	7%	4%	-5%	-10%	4%	-9	?	0%
